Compound activity deposited in PubChem BioAssay by Fisher Drug Discovery Resource Center.
mcGAS MS inh: inhibitors of mouse cGAS; AID 1259397; recombinant mouse cGAS, cGAMP by RapidFire MS; inhibition, % at 12.5 µM; 130,000 compounds, 0.18% hits;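 active = inhibition of cGAS enzyme activity at or above 60%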;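 also: enzyme stimulated by 45 bp dsDNA with ATP and GTP substrates; cGAMP share of summed cGAMP plus half ATP and half GTP signals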
Target sequence (Q8C6L5 whole entry, looked up): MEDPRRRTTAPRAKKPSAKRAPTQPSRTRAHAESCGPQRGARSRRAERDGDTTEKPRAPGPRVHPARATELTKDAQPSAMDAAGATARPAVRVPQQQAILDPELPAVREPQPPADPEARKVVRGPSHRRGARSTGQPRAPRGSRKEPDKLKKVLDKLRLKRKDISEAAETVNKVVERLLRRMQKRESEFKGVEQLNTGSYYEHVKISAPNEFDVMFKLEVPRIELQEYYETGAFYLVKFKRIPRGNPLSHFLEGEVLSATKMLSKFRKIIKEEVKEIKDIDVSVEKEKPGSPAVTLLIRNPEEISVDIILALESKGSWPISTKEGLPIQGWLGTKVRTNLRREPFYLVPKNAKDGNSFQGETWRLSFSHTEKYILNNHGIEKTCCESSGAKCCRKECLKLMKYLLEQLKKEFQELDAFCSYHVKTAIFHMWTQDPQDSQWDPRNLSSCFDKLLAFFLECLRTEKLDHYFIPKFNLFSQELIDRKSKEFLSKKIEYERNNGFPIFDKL
Active calls of the source: *; & = joins results of further samples. Some of the compounds tested, so the mix of outcomes need not match the whole.

SMILES	mcGAS MS inh
CC(O)c1cccc(-n2ccnc2)c1 (stereo unspecified)	-14.8
N#Cc1c(Nc2ccccc2)ccnc1SCc1ccccc1	-5.7
CC(C)(C)OC(=O)NCC1CCCCN1C(=O)c1cc(-c2ccccc2F)on1 (stereo unspecified)	-18.6
CCOc1cn(C)c(C(=O)NCc2cccs2)cc1=O	-5.1
CON1C2CCCCC2N(OC)C2(O)c3ccccc3C(=O)C12O (stereo unspecified)	7.1
CCOCC(=O)OC(c1ccccc1)c1ccccc1	-9.8
COc1ccc(C2(C)NN=C3Oc4ccccc4N32)cc1 (stereo unspecified)	-8.8
Cc1ccccc1CC(=O)N(CC#N)C1CCCC1	-20.4
O=C(C=Cc1ccc2c(c1)OCO2)c1ccc(Cl)cc1Cl	45.0
CSc1ccc(S(=O)(=O)Nc2ccccc2C(=O)OC2CCCC2)cc1	-5.9
O=C(O)c1ccc2c(c1)sc1[n+]2CCS(=O)(=O)N1	-3.8
COCC(C)Nc1nc(-c2ccc(C)c(C)c2)cs1 (stereo unspecified)	-10.9
O=C(COc1cccc2ccccc12)OC1CCS(=O)(=O)C1 (stereo unspecified)	-1.7
Cc1ccsc1CN(C)CC(=O)c1c(N)n(C)c(=O)n(C)c1=O	-5.3
CC(=O)N1CCN(C(=O)C=Cc2cn(-c3ccccc3)nc2-c2ccccc2)CC1	-1.3
CCOC(=O)Cn1cnc2c(nnn2Cc2ccc(C)cc2)c1=O	4.3
CN(Cc1cc(-c2cccs2)n[nH]1)C(=O)c1cc(=O)n(C)c(=O)n1C	-13.4
O=C(O)Cc1cc(C2CCN(C(=O)C3(c4ccccc4)CC3)CC2)n[nH]1	6.4
CCN(CC(C)C#N)C(=O)NC1CC1 (stereo unspecified)	2.3
CN(C)C(=O)CN1CCN(c2nc(C(=O)NCCC(F)(F)F)cs2)C1=O	-7.2
CCOC(=O)C1(CCCc2ccccc2)CCCN(C(=O)c2ccc(COC)o2)C1 (stereo unspecified)	-3.4
COc1cc(-c2c(NC(=O)C(C)C)oc3c(C)cccc3c2=O)cc(OC)c1OC	-5.9
CN(C)n1ccc2c(nnc3c(-c4ccccc4)cnn32)c1=O	-0.7
CCOc1ccc(-n2cc(C(=O)O)c(=O)c3cc(F)c(F)c(F)c32)cc1F	0.3
O=C(c1ccc(=O)[nH]c1)N1CC=C(c2ccccc2)CC1	0.2
Continuation:
SMILES	mcGAS MS inh
CCn1c(C2CC2)nn(CN(C)Cc2cc(Br)ccc2OC)c1=S	4.2
Clc1ccc(Oc2ccccc2)c(NC2=NCCC2)c1	-1.5&4.4
CC(C)Oc1ccc(C(O)=C2C(=O)C(=O)N(CCN(C)C)C2c2ccncc2)cc1 (stereo unspecified)	7.4
Cn1cc(C2CC2C(=O)NS(=O)(=O)c2ccc(F)cc2F)cn1 (stereo unspecified)	-10.7
COCCNCC(=O)N1CCc2sccc2C1COc1ccc(Cl)cc1 (stereo unspecified)	-5.5
OCc1csc(N2CCC(CO)(Cc3ccccc3Cl)CC2)n1	-9.6
COc1ccccc1CCC(=O)N1CCN(C)C2(CCN(C)CC2)C1	-41.5
Cn1c(CSc2nc3ccccc3s2)n[nH]c1=S	-2.9
OCC1(Cc2cccc(C(F)(F)F)c2)CCN(c2cnc3ccccc3n2)CC1	-16.1
O=S(=O)(Cc1ccccc1Cl)NCCCN1CCN(c2ccccc2)CC1	-6.4
COC(=O)CCC/C=C1/SCC(NC(=O)c2ccccc2)/C1=N/O (stereo unspecified)	-40.1
COc1cc(C=NN2C(=O)CSC2=S)cc(OC)c1O	0.0
CCCc1c(-c2ccccc2)ncn1C1CCN(CC(=O)OC)CC1	-12.8
O=C1OCCC1N1CCCC(c2cc(C(F)(F)F)n[nH]2)C1 (stereo unspecified)	-20.4
NC1CCCN(C(=O)c2cc(=O)[nH]c3cc(F)ccc23)CC1 (stereo unspecified)	-12.0
COc1ccc(CN2CCN(Cc3cnc(S(C)(=O)=O)n3CC(C)C)CC2=O)cc1	-7.0
CC12CN3CC(C)(CN(C1)C3c1ccc(O)cc1)C2O (stereo unspecified)	1.7
Cc1nc2ccc(Cl)cn2c(=O)c1NC(=O)CC(c1ccccc1)c1ccccc1	8.0
CCOC(=O)c1nc2ccccc2nc1N1CCN(C(=O)N2CCOCC2)CC1	-2.9
Cc1ccccc1N1CCN(C2CCCN(C(=O)CCc3scnc3C)C2)CC1 (stereo unspecified)	-2.4&-1.3
Cc1nc(CS(=O)(=O)Cc2ccc(C(F)(F)F)cc2)cs1	-23.9
Cc1ccc(Cn2cnc3c(nnn3Cc3ccc(C)cc3)c2=O)cc1	4.9
COC(=O)C1C(=O)CSC1=Nc1cccc(Cl)c1 (stereo unspecified)	-2.8
Nc1c(Cl)cc(C23CC4CC(CC(C4)C2)C3)cc1Cl	-18.9
CC(C)c1nccn1CCCNC(=O)c1ccc(N2CC=CC2)nc1	-11.5
Continuation.
SMILES	mcGAS MS inh
CC(C)Cn1c(N2CCN(Cc3ccc(Cl)cc3Cl)CC2)nc2c1c(=O)[nH]c(=O)n2C	-4.0
C=CCNc1nc(C2(C)CC3(CC(COCCC(C)C)OC3=O)C(=O)O2)cs1 (stereo unspecified)	-0.4
CCCC(=O)N1CCCC1C(=O)Nc1[nH]nc2c1c(CC)nn2C (stereo unspecified)	-0.4
O=C1CCCCC1C1CCCN1C(=O)c1cc(=O)[nH]c2ccccc12 (stereo unspecified)	-8.8
CC1(C)COC(c2ccccc2Cl)CN1Cc1ccc(C#N)cc1 (stereo unspecified)	-31.4
c1ccc(-c2ncc(CNc3nc4nonc4nc3N3CCOCC3)s2)cc1	-3.4
Cc1noc(C)c1S(=O)(=O)NC(=O)C1(C)CCN1C(=O)C1(c2ccc(Cl)cc2)CCC1 (stereo unspecified)	-8.9
CC(C)c1ccc(NC=C2C(=O)OC(C)(C)OC2=O)cc1	-0.5
O=C1CN(Cc2ccn(C3CCCC3)n2)CCN1C1CC1	-2.4
CC(C(=O)N1CCN(c2ncccn2)CC1)n1nc(-c2cccs2)ccc1=O (stereo unspecified)	-4.8
O=C(NCC1CCCO1)C1CC(=O)N(C2CCCCCC2)C1 (stereo unspecified)	-9.8
C=CCOC(C)C(=O)N1CCCC2(CCCCCC2)C1 (stereo unspecified)	0.0
CC1CCc2[nH]nc(C(=O)N3CC(c4ccncc4)C3)c2C1 (stereo unspecified)	-11.2
CN(C)CCc1c[nH]c2ccc(CS(=O)(=O)N3CCCC3)cc12	-12.6
CSc1nc(CN(C)Cc2ccccc2Cl)cc(=O)[nH]1	14.4
C=CCN(C(=O)C1CSC2(C)CCC(=O)N12)c1nc2c(s1)CCCC2 (stereo unspecified)	-10.1
CC(=O)Nc1cccc(/C(C)=N\NC(=O)CN(c2cc(Cl)cc(Cl)c2)S(C)(=O)=O)c1	-3.5
CC1(C(=O)NS(C)(=O)=O)CCN1C(=O)Cc1cccs1 (stereo unspecified)	-13.1
CC(C)c1cccc(NC(=O)Cn2cnc3c2c(=O)n(C)c(=O)n3C)c1	-11.5
CC(C1CC1)N(C1CC1)S(=O)(=O)c1ccc(F)cc1F (stereo unspecified)	-4.5
COc1c(F)ccc(F)c1C(=O)Nc1cccc(CC(=O)O)c1	-1.1
Cc1cc2c(o1)CC(C)(C)CC2NC(=O)c1cnn(C(C)(C)C)c1C(F)(F)F (stereo unspecified)	1.9
CCn1nc(C(=O)N(CCN2CCOCC2)c2nc3ccc(OC)cc3s2)cc1C	5.3
COC(=O)c1sc2nc(/C(Cl)=C/c3ccc4c(c3)OCCO4)[nH]c(=O)c2c1C	-15.3
Cc1ccc(Oc2ncccc2CNC(=O)CCc2cnccn2)cn1	-12.5

The final six compounds of the section before lead into the next:
SMILES	mcGAS MS inh
CC(C1CC1)N(C1CC1)S(=O)(=O)c1ccc(F)cc1F (stereo unspecified)	-4.5
COc1c(F)ccc(F)c1C(=O)Nc1cccc(CC(=O)O)c1	-1.1
Cc1cc2c(o1)CC(C)(C)CC2NC(=O)c1cnn(C(C)(C)C)c1C(F)(F)F (stereo unspecified)	1.9
CCn1nc(C(=O)N(CCN2CCOCC2)c2nc3ccc(OC)cc3s2)cc1C	5.3
COC(=O)c1sc2nc(/C(Cl)=C/c3ccc4c(c3)OCCO4)[nH]c(=O)c2c1C	-15.3
Cc1ccc(Oc2ncccc2CNC(=O)CCc2cnccn2)cn1	-12.5
O=c1[nH]nc(C2CCCN(CCc3ccccc3)C2)n1-c1ccccc1 (stereo unspecified)	-5.2
Cc1cccc(C)c1NC(=O)CN1CCN(c2ccc(-c3cnn(C)c3)nn2)CC1	-3.4
O=S(=O)(NCCc1cccnc1)c1cccc2nsnc12	0.3
CSc1cccc(NS(=O)(=O)c2ccccc2F)c1	-7.4
Cn1c(=O)[nH]c(=O)c2c1nc(NC1CCCCC1)n2Cc1ccccc1Cl	4.0
O=C(Nc1ccc2c(c1)nc1n2CCCCC1)C1CCCN1C(=O)c1ccccc1 (stereo unspecified)	-1.4
CCCn1ncc(C(=O)N2CC[C@@H](c3ccc4c(c3)OCO4)[C@H](O)C2)c1C	-31.4
Cc1ccc(C(=O)N2CCC2(C)C(=O)O)cc1 (stereo unspecified)	1.4
COCC(C)OC(=O)C(C)(C)c1ccccc1 (stereo unspecified)	-2.5
Cn1cc(-c2ccc(C(=O)N3CCCCC3CCn3cccn3)cn2)cn1 (stereo unspecified)	-11.1
O=C(NCc1sccc1Br)c1cccn1Cc1ccccc1	-2.7
CNC(=O)c1c(I)c(C(=O)NCC(=O)Nc2c(I)c(C(=O)O)c(I)c(C(=O)NCCO)c2I)c(I)c(N(C)C(C)=O)c1I	-10.0
CCn1cc(NS(=O)(=O)c2cc(C(=O)O)cc3c2CCCC3)cn1	-5.1
Cn1c(=O)[nH]c(=O)c2c1nc(N1CCN(CCO)CC1)n2Cc1ccccc1Cl	-15.1
CC1=CC(C)C2(CO)COC(c3ccc(O)cc3)C1C2C (stereo unspecified)	-3.7
CCN(Cc1c(C)nn(CC)c1C)Cc1c(C)n(C)n(-c2ccccc2)c1=O	-15.4
COc1ccc2c(c1)OCC(Cc1ccc(O)c(OC)c1)C2=O (stereo unspecified)	-6.1
CC1CCC(N(C)c2cncc(Cl)n2)CC1 (stereo unspecified)	-8.5
CCOc1ccccc1N(CC(=O)Nc1ccccc1-c1ccccc1)S(C)(=O)=O	-5.0
O=C(NCc1ccco1)C(=O)NC1CC1	12.2
Cc1ccccc1C(=O)Nn1ccc2c(nnc3c(-c4ccc(Cl)cc4)cnn32)c1=O	-9.8
COc1ccc(-n2c3nc4ccccc4nc3c3c(=N)oc(C)nc32)cc1	-5.4
CCC1CN(Cc2cnc(CC3CCCC3)[nH]2)CCN1C(C)C (stereo unspecified)	-41.2
COCCCC1CCCCN1C(=O)CC(=O)Nc1cc(C)cc(C)c1 (stereo unspecified)	-22.1
COc1cccc(C=CC(=O)c2ccc(Cl)c(Cl)c2)c1OC	8.8

Part of the list above in a different format.
molecule | mcGAS MS inh
CNC(=O)c1c(I)c(C(=O)NCC(=O)Nc2c(I)c(C(=O)O)c(I)c(C(=O)NCCO)c2I)c(I)c(N(C)C(C)=O)c1I | -10.0
CCCn1ncc(C(=O)N2CC[C@@H](c3ccc4c(c3)OCO4)[C@H](O)C2)c1C | -31.4
CC1CCC(N(C)c2cncc(Cl)n2)CC1 (stereo unspecified) | -8.5
O=C(NCc1ccco1)C(=O)NC1CC1 | 12.2
Cc1cccc(C)c1NC(=O)CN1CCN(c2ccc(-c3cnn(C)c3)nn2)CC1 | -3.4
CCC1CN(Cc2cnc(CC3CCCC3)[nH]2)CCN1C(C)C (stereo unspecified) | -41.2
COCCCC1CCCCN1C(=O)CC(=O)Nc1cc(C)cc(C)c1 (stereo unspecified) | -22.1

Next section
SMILES	mcGAS MS inh
Cc1nc(C)c(CN2CCCC(C(=O)Nc3ccc(-c4cccc(F)c4)cc3)C2)nc1C (stereo unspecified)	0.0
Cn1ccc2c(-c3ccc(C(=O)N4CCCC4)cn3)ccnc21	-3.5
Cc1cc(=O)[nH]c(-n2nc(C)c(CCC(=O)Nc3cccc(C)c3C)c2C)n1	-1.7
COCCn1c(C)cc(O)c(C(c2ccccc2OC)N2CCC(Cc3ccccc3)CC2)c1=O (stereo unspecified)	-10.0
CCCCc1ccc(S(=O)(=O)NC(=O)C2(C)CCN2C(=O)CC2CC2)cc1 (stereo unspecified)	-13.1
c1ccc(-c2ccc(-c3nccn3CCn3ccnc3)s2)cc1	-6.0
Cc1noc(C)c1N(C)C(=O)CN(C)C(=O)OC(C)(C)C	-6.6
CCCn1cc(CNC(=O)c2cccc(CC3CCNCC3)c2)cn1	-15.3
COc1cccc(N2C(=O)/C(=C/c3ccc(C)o3)NC2=S)c1	-9.1
NC(=O)CC1CCN(C(=O)c2cccnc2Oc2ccc(F)cc2Br)CC1	-2.1
COc1ccc(Br)cc1S(=O)(=O)n1nnc2ccccc21	3.3
COc1ccc(-c2cc(N3CCOCC3)ncn2)c(OC)c1	-13.1
CCOc1cccc2sc(=NC(=O)CN3C(=O)CCC3=O)n(CC)c12	-6.6
CC(C)(C)Sc1ccc(Br)cn1	-10.1
CC(C)c1nccn1CCC(=O)NCCc1ccc(F)cc1	-3.8
Cc1ccc(N(CC(=O)O)S(C)(=O)=O)c(C)c1	-0.2
COC(C)(C)CC(C)NC(=O)c1oc2ccc(Cl)cc2c1C (stereo unspecified)	-6.3
CCn1cc(C(=O)NCCN2CCCc3ccccc32)c(C)n1	-10.8
O=C(C1CC=CCC1)N(Cc1ccccc1)Cc1ccccc1 (stereo unspecified)	-8.8
OCCNc1nc(N2CCc3sccc3C2)nc2ccccc12	5.4
CC1NC(=S)N(c2ccc(-c3cc4ccccc4o3)cc2)C1=O (stereo unspecified)	1.0
CNC(=O)c1cccc(NC(=O)C(C)N2CCC(c3ccccc3)C2)c1 (stereo unspecified)	-4.2
Cc1cc(-c2cccc3ccnn23)ccc1NC(=O)c1cccnc1	-3.0
COCCn1c(=O)c2c(nc3n(-c4cc(OC)ccc4OC)c(C)c(C)n23)n(C)c1=O	-5.5
CC(C)c1ncc(C(=O)N2CCOC(Cc3ccccc3Cl)C2)c(=O)[nH]1 (stereo unspecified)	-7.5
O=S(=O)(NCc1cccs1)c1ccccc1C(F)(F)F	-8.1
O=C(O)c1cnoc1-c1ccc(Cl)s1	0.7
O=C(CN1CSCC1=O)Nn1cnc2scc(-c3cccs3)c2c1=O	4.3
